hcDAF12 agonist: activators of H. contortus DAF-12 nuclear receptor; HEK293 hcDAF-12 lit1-tk-luc reporter, luminescence; 0% DMSO, 100% Δ7-dafachronic acid; activation, % at 6.8 µM; 370,000 compounds, 1.4% hits; AID 652067;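 active means activation above the mean of all tested compounds plus 3 SD, cut at about 5.5% in these data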;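 further: 100% = response to 3 µM Δ7-dafachronic acid high control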
ADAM17 inh: inhibitors of human ADAM17. P78536. recombinant ADAM17, EDANS/DABCYL FRET peptide cleavage. inhibition, % at 6.95 µM. 370,000 compounds, 0.83% hits;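 active means inhibition above the mean of compounds lying between control limits plus 3 SD, set per campaign, cut at about 8.5% in these data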;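 further: 0% = DMSO-only wells as the low control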
DAX1 inh-1: inhibits human nuclear receptor DAX1 | HEK293 Gal4-DAX1 luciferase reporter, luminescence | inhibition, % at 6.75 µM | 340,000 compounds, 0.99% hits | AID 504766;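 active means inhibition above the mean over all tested compounds plus 3 SD, cut at about 4.2% in these data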;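 further: 0% = DAX1-transfected cells with DMSO and 100% = empty-vector control cells with DMSO; inhibition shows as a rise in luminescence from relieved DAX1 repression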
Target sequence (P51843 207-470 limits assumed): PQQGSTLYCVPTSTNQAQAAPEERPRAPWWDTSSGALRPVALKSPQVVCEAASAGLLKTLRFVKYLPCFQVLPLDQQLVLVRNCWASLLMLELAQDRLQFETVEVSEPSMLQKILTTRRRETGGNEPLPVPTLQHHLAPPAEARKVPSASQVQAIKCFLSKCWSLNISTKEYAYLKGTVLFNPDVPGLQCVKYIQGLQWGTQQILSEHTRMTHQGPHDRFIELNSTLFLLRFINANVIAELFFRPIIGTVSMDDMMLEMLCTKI
hgDAF-12 ag: agonists of H. glycines DAF-12 nuclear receptor. activation, % at 6.8 µM. HEK293 GAL4-hgDAF12 UAS-luciferase reporter, agonist luminescence; normalized to butyrate control. 370,000 compounds, 1.8% hits;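 active means activation above a cutoff set at the mean of all screened compounds plus 3 SD, cut at about 10% in these data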;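 further: 0% = DMSO wells and 100% = sodium butyrate wells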
MBD2 DNA inh: inhibitors of human MBD2 binding to methylated oligonucleotide. Q9UBB5. TR-FRET. inhibition, % at 4.4 µM. 370,000 compounds, 0.31% hits. AID 686964; in the data active means inhibition above about 13%
Target sequence (Q9UBB5 whole entry, looked up): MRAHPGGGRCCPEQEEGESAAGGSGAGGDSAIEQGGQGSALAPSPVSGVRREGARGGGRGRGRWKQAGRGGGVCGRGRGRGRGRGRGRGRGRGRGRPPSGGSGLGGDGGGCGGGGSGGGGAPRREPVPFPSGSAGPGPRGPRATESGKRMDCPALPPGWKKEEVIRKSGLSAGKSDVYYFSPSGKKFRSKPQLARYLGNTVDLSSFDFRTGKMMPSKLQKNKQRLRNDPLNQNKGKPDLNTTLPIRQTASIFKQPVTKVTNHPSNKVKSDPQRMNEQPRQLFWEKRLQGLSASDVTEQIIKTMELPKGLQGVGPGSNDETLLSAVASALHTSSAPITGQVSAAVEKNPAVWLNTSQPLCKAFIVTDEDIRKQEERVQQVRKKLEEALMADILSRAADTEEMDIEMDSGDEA
DAX1 inh-2: DAX1 (NR0B1) inhibition, primary screen; HEK293T StAR-luciferase reporter, SF-1/DAX-1 repression relief; inhibition, % at 6.8 µM; 370,000 compounds, 1.1% hits; AID 652010;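 active means inhibition above the mean over all tested compounds plus 3 SD, cut at about 3.6% in these data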;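 further: 0% = DAX-1 cells with DMSO and 100% = cells lacking DAX-1 with DMSO; higher inhibition means more luminescence from relief of DAX-1 repression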
NR1D1 modulator: Rev-erb alpha (human) modulation | activity, % at 10 µM | P20393 | AID 1259318 | 370,000 compounds, 0.79% hits | Rev-erbα–FITC-DNA binding, fluorescence polarization, 90 min;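 active means activity above about 14%, limit read from the data; passing the limit was not always enough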;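 further: 0% = DMSO wells with 35 nM protein and 100% = DMSO wells with 750 nM protein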
PLCg1 inh: blocks human PLC-gamma1 enzyme activity; purified PLC-gamma1, fluorogenic substrate, fluorescence; inhibition, % at 12.2 µM; AID 720700; P19174; 370,000 compounds, 0.84% hits; in the data active means inhibition above about 9.5%
ssDAF12 agonist: S. stercoralis DAF-12 activation, primary screen | 370,000 compounds, 1% hits | activation, % at 6.8 µM | AID 652126 | HEK293 ssDAF-12/GRIP1 lit1-tk-luc reporter, luminescence; % of 3 µM dafachronic acid response;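 active means activation above the mean over all tested compounds plus 3 SD, cut at about 0.9% in these data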;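 further: 0% = DMSO-only wells and 100% = 3 µM delta7-dafachronic acid wells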
SMARCA2 activ: activators of SMARCA2 function; 370,000 compounds, 1% hits; activation, % at 9.1 µM; MG213 cells, MMTV-luciferase reporter, dexamethasone, overnight; in the data active means activation above about 7.8%;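 further: 0% = vehicle wells and 100% = reference activator wells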
PLC-beta3 inh: blocks human PLC-beta3 enzyme activity; AID 720704; Purified PLC-beta3, fluorogenic substrate, fluorescence; 370,000 compounds, 0.18% hits; Q01970; inhibition, % at 12.2 µM; in the data active means inhibition above about 11%;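 further: 0% = median of compound wells on plate and 100% = full blocker control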
Starred values were filed as active, the others as inactive; nt = not tested or not shown.

SMILES	hcDAF12 agonist	ADAM17 inh	DAX1 inh-1	hgDAF-12 ag	MBD2 DNA inh	DAX1 inh-2	NR1D1 modulator	PLCg1 inh	ssDAF12 agonist	SMARCA2 activ	PLC-beta3 inh
O=C(NCc1nnc2c(C(F)(F)F)cc(Cl)cn12)c1cccs1	-1.4	4	0.9	-2.1	4	-0.1	1	0	-0.7	-3	-4
CN(CC(=O)Nc1ccc(F)cc1)C(=O)CSc1ccc2c(c1)OCCO2	-0.5	-20	-0.4	1.0	1	-0.9	-3	0	-0.7	2	-8
O=C1C(Sc2cccc(F)c2)=C[C@@]2(O)CC[C@@H](O)[C@]1(Sc1cccc(F)c1)[C@H]2O	2.5	-1	nt	0.5	-3	3.3	7	-3	-1.0	-3	0
BrC(=C\c1ccccc1)/C=N/N1CCN(c2ccccn2)CC1	-1.2	-7	1.1	2.1	-3	0.3	-2	-1	-0.9	2	-7
COc1ccc(-c2cc(C(=O)OCC(=O)N(C)C3CCS(=O)(=O)C3)c3ccccc3n2)cc1OC (stereo not drawn)	-0.3	3	-0.6	3.5	-2	-0.6	-1	-171	-1.1	-2	-237
CC(C(=O)Nc1ccccn1)c1ccccc1 (stereo not drawn)	1.4	1	0.3	0.4	-1	-0.1	-1	2	0.9*	-2	-5
COc1ccccc1N1CCN(Cc2cc3c(cc2O)OCO3)CC1	-0.7	0	0.4	-0.7	-7	-0.1	-6	4	-0.6	-2	-8
CC(=O)N/N=C/C1=CCC2CC1C2(C)C (stereo not drawn)	-2.1	-1	-1.2	-3.5	1	0.2	-6	0	-1.1	2	0
O=C(Nc1ccc(F)cc1)C1CC(=O)N(Cc2ccco2)C1 (stereo not drawn)	0.5	-6	-0.5	-0.2	-2	1.7	1	-1	-1.0	0	-8
CC(=O)c1c(Nc2ccc3c(c2)OCCO3)oc(C)cc1=O	-4.4	-4	3.0	-8.2	-7	-2.4	3	-10	-1.9	0	-7
COc1ccc(C)cc1NC(=O)CN(C)S(=O)(=O)c1cc(C)ccc1OC	-3.3	-1	-1.7	0.8	0	0.0	3	4	-1.5	-2	2
COc1cc(C(=O)NCCC(c2ccccc2)c2ccccc2)cc(OC)c1OC	-0.5	4	-0.2	-3.2	3	-0.7	-5	-1	-2.1	-5	0
CCN(C(=S)NC(=O)C1CC1)c1ccccc1	3.1	2	0.6	0.5	2	-0.9	-3	3	-1.0	-3	2
CN1C(=O)c2ccccc2Sc2ccc(NC(=O)NC3CC3)cc21	0.3	0	0.1	1.8	-2	-0.1	0	4	-1.4	1	4
CC(C)[C@H]1COCCS(=O)(=O)N1Cc1ccccc1-c1cccc(Cl)c1	-0.2	6	-0.5	-1.0	-6	0.0	2	1	-0.8	2	4
CC(C)S(=O)(=O)C/C(N)=N/OC(=O)c1cc(Cl)cc(Cl)c1	-0.1	-2	nt	1.3	-1	0.0	7	-1	0.5	0	-3
CC[n+]1c(-c2ccccc2)csc1Nc1c(C)n(C)n(-c2ccccc2)c1=O	-1.4	-2	-1.1	0.5	-2	-0.9	2	0	-1.2	-1	0
CC(=Nc1ccc2c(c1)nc(CO)n2C)C1=C(O)CC(C)(C)CC1=O	-0.8	-2	-0.8	1.6	-3	0.7	-3	-124	-0.7	-2	-155
CC(C)N(Cc1ccccc1)C(=O)COC(=O)C1CCCCC1	1.5	-2	0.0	-0.8	3	0.6	2	-2	-0.6	0	1
CCOc1ccc(NC(=O)C2CC(=O)N(C)C(=Nc3ccc4c(c3)OCO4)S2)cc1 (stereo not drawn)	-1.3	-2	-2.0	0.6	-6	-0.8	-4	0	-1.0	-1	3

Part of the list above in order of SMILES length, highest first:
SMILES	hcDAF12 agonist	ADAM17 inh	DAX1 inh-1	hgDAF-12 ag	MBD2 DNA inh	DAX1 inh-2	NR1D1 modulator	PLCg1 inh	ssDAF12 agonist	SMARCA2 activ	PLC-beta3 inh
CC[n+]1c(-c2ccccc2)csc1Nc1c(C)n(C)n(-c2ccccc2)c1=O	-1.4	-2	-1.1	0.5	-2	-0.9	2	0	-1.2	-1	0
CC(=Nc1ccc2c(c1)nc(CO)n2C)C1=C(O)CC(C)(C)CC1=O	-0.8	-2	-0.8	1.6	-3	0.7	-3	-124	-0.7	-2	-155
CC(C)N(Cc1ccccc1)C(=O)COC(=O)C1CCCCC1	1.5	-2	0.0	-0.8	3	0.6	2	-2	-0.6	0	1

Continuation:
SMILES	hcDAF12 agonist	ADAM17 inh	DAX1 inh-1	hgDAF-12 ag	MBD2 DNA inh	DAX1 inh-2	NR1D1 modulator	PLCg1 inh	ssDAF12 agonist	SMARCA2 activ	PLC-beta3 inh
O=C(NC(=S)Nc1c(Cl)cc(Cl)cc1Cl)c1ccccc1	-1.4	2	-1.4	3.8	-1	-2.8	3	2	-1.5	-4	6
Cc1ccccc1OCC(=O)NNC(=O)c1cc(S(=O)(=O)N(C)C)ccc1N1CCCC1	-0.6	-5	-0.5	-1.1	-4	0.0	5	-4	-0.7	-1	-11
Cc1ccc(-c2nc(SCC(N)=O)c(C#N)c3c2CCCC3)cc1	-2.0	-3	-0.7	-2.3	1	-0.6	3	-8	-1.0	-2	-6
CC(=O)c1cc2c(cc1N/C(=N/S(=O)(=O)c1ccc(C)cc1)c1ccccc1)OCO2	-0.3	-2	-1.1	-0.7	2	-1.0	22	-4	-1.1	-2	-5
CCOc1cc(CCNC(=O)c2cc3sccc3n2CC)ccc1OC	-2.5	0	nt	-1.3	2	-1.8	5	-2	-2.1	-1	2
Cc1ccc(SCc2cc(=O)n3[nH]c(C)nc3n2)cc1	-0.8	-5	-0.4	0.2	4	-0.4	-1	-1	-0.9	0	-4
O=C(Nc1cccnc1)c1cccc(S(=O)(=O)Nc2ccccc2F)c1	-1.2	-9	-0.8	0.5	10	-0.9	-8	0	-0.7	2	-1
O=C(NCc1ccco1)c1cnc2sccn2c1=O	-0.2	-10	0.5	-1.0	2	-0.4	-1	1	-0.7	0	4
COc1ccc(Cc2nnc(NC(=O)Nc3ccc(F)cc3)s2)cc1OC	-1.2	-1	-0.4	-1.0	0	-0.5	5	3	-1.5	-1	-2
CC1CCCC(C)N1C(=O)COC(=O)c1ccc(Br)o1 (stereo not drawn)	-0.6	1	-0.3	1.7	2	1.1	-2	-29	-0.9	-3	-1
CC(C)(C)NC(=O)C(c1cccs1)N(CC1CCCO1)C(=O)c1ccc(-c2ccccc2)[nH]1 (stereo not drawn)	-0.7	-1	0.8	-3.2	-7	-0.2	-2	0	-1.6	-6	-6
COCCCNc1cc(C)nc2ccccc12	1.2	-3	-0.1	1.2	-5	0.1	1	-2	-0.6	6	0
CSCC[C@H](NC(=O)c1ccc(Br)o1)c1nnc2ccccn12	-1.1	-6	-0.1	0.9	1	0.6	-5	-1	-0.5	-1	-5
NS(=O)(=O)c1ccc(NC(=O)COC(=O)CC2Sc3ccccc3NC2=O)cc1 (stereo not drawn)	3.0	-3	1.1	7.3	3	1.5	-7	0	-0.1	0	-5
C/C(=N\Nc1ccc(F)cc1)c1ccc(N2CCOCC2)c(F)c1	1.8	-2	-1.5	-2.6	1	0.0	2	-3	-0.4	4	-9
Cc1cccc(CCNS(=O)(=O)c2ccc3c(c2)NC(=O)C(C)S3)c1 (stereo not drawn)	-1.2	2	0.7	-1.1	0	0.2	1	-1	-0.8	-1	-9
CN(C(=O)COc1ncnc2sccc12)C1CCCCC1	-1.7	-5	-0.7	0.1	1	-0.7	-1	-2	-0.9	-3	-7
COc1ccc(Cc2c(-c3ccc(F)cc3)nc3ccc(Br)cn23)c(C)c1	2.4	-4	nt	14*	-3	0.2	4	-15	0.4	2	-23
CCOC(=O)Cn1c(=O)c2c(nc3n2CCS3)n(C)c1=O	-2.1	-6	-0.8	-0.2	-3	0.6	0	0	-1.0	-2	0
CCN(CC(=O)Nc1ccc(NC(C)=O)cc1)C(=O)CCCc1nc2ccccc2s1	-2.0	-2	-0.5	-3.0	2	-0.5	-2	1	0.0	-1	-4
COc1ccc(S(=O)(=O)NCCCCC(=O)O)cc1C(=O)O	2.0	3	-1.2	-0.5	-6	-0.4	1	3	-1.3	-5	-2
CCC(=O)Nc1cccc(C(=O)c2ccc(C)c(C)c2)c1	-3.1	1	-0.9	-5.3	-2	-1.6	-8	4	-2.8	-4	-4
S=C(NCc1ccc2[nH]c3c(c2c1)CCCC3)Nc1ccccc1Cl	-0.2	3	0.5	-2.4	6	-1.9	1	-15	-1.2	-2	-12
Cc1cccc(OC(C)C(=O)N2CCc3ccccc3C2)c1 (stereo not drawn)	-0.9	3	1.2	-1.9	-1	-0.1	6	2	-1.4	-2	-5
O=S1(=O)CCN2C(Cc3ccc(SC(F)F)cc3)=CSC2=N1	-2.1	0	-0.6	1.3	-1	-0.5	2	4	-1.1	0	1
CCN(N=O)[C@@H](Cc1ccccc1)CN(N=O)[C@@H](Cc1ccccc1)CN(C)N=O	0.5	5	0.5	1.0	-2	0.2	-5	2	-1.3	1	5
COc1ccc(C(C)(C)C)cc1NC(=O)CCN1C(=O)NC(C)(C)C1=O	0.2	0	0.8	-2.3	-3	0.0	3	3	-1.0	7	-2
COC(=O)C1(C(=O)OC)C[C@H](c2cccs2)N(Cc2ccccc2OC)[C@@H]1c1ccc(F)cc1	-1.6	2	nt	1.0	-1	-0.6	1	2	-0.8	-8	1
CC(=O)CNc1ccc(S(=O)(=O)N/N=C/c2ccccc2)cc1	0.5	0	-3.2	-1.6	6	-0.2	-3	1	-0.7	-5	-7
COC(=O)C1(CCSC)NC(c2ccc(O)c(OC)c2)C2C(=O)N(c3ccc(C)cc3)C(=O)C21 (stereo not drawn)	-1.0	-3	-0.6	1.9	1	0.4	-4	0	-1.1	2	0
Cc1cccc(/C=N/n2c(C)cc(C)c(C#N)c2=O)c1	-1.4	-2	2.8	0.0	3	0.7	-2	-2	-0.1	4	-1
Cc1c(C(=O)N2CCCC2)c(S(=O)(=O)Nc2ccccc2)c(C)n1C	1.2	0	1.7	-1.1	0	0.0	2	3	-0.5	14*	-2
COCC(=O)Nc1cc(C)cn(Cc2cccc(C(F)(F)F)c2)c1=O	-1.8	-4	-0.9	-1.2	2	0.1	-9	-6	-0.6	-3	-2
S=C1NCN(CCc2ccccc2)CN1	-1.4	-1	nt	-2.0	0	0.5	-3	2	-1.1	-2	-6
Cc1ccc(S(=O)(=O)Nc2cc3c4c(c2)CCN4C(=O)CC3)cc1	1.2	0	1.0	0.5	-6	0.4	-2	-5	-1.2	4	-6
Cc1nc(NC(=O)c2c(-c3ccccc3)noc2C)sc1C(=O)N(C)C	-0.9	-3	1.8	0.6	7	-0.9	5	0	-0.9	0	-6
O=C(CN1CCN(c2ccccn2)CC1)N1c2ccccc2Sc2ccc(C(F)(F)F)cc21	-2.3	2	-0.6	-2.2	2	0.4	1	2	-1.7	-4	1
O=C(COC(=O)c1ccc([N+](=O)[O-])o1)Nc1ccc(N2CCOCC2)cc1	-1.0	2	-0.4	6.2	0	-1.2	-1	2	-0.7	2	-6
O=C(O)c1ccc(Nc2nc3c(s2)CCCC3)cc1	-1.6	-4	-5.4	-9.0	1	-0.4	7	-7	-2.0	-1	-12
CC1=NN(C(=O)CCc2ccccc2)C(O)(c2ccncc2)C1 (stereo not drawn)	-0.2	-3	0.3	-0.6	3	-0.6	-3	1	-1.1	-1	2
O=C(O)c1cnn(-c2nc(-c3cccc(F)c3)cs2)c1C(F)(F)F	0.4	-12	1.4	1.2	-3	0.4	-7	-23	-0.5	2	-28
COc1ccc(N2CCN(C(=O)Cc3cccs3)CC2)cc1	-0.8	0	0.2	-1.3	0	-0.7	-4	6	-1.1	-2	8
